High-throughput results from PubChem.
TDP1 block = qHTS Assay for Inhibitors of Tyrosyl-DNA Phosphodiesterase (TDP1); recombinant TDP1, AlphaScreen DNA substrate cleavage; Potency, µM (top dose mostly 130 µM), inactives show at the top dose activity change, negative = inhibition, most hits filed as inhibitors; 350,000 compounds, 0.28% hits; AID 485290, 2010; further: nearly all actives have a fitted effect of over 40% in size
Target sequence (Q9NUW8 whole entry, looked up): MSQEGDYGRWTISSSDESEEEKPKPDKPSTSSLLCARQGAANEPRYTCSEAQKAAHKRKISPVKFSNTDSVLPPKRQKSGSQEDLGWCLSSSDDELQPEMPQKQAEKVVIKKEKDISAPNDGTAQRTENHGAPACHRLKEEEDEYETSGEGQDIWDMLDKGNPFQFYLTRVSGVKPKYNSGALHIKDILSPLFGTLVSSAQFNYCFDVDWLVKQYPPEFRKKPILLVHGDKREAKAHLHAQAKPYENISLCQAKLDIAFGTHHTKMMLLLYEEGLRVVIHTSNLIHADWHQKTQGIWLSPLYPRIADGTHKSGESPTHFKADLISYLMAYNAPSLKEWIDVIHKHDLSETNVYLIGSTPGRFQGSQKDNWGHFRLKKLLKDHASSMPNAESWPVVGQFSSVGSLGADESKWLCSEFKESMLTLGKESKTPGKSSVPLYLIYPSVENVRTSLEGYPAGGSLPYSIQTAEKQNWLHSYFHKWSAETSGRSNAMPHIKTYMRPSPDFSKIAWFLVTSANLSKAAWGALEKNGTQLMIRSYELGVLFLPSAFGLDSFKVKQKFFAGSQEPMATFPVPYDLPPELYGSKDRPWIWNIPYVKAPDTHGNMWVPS
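Enzyme-compound mixtures sat 15 min at room temperature, followed by a 5 min reaction with 15 nM final substrate and 10 min with AlphaScreen beads. Recombinant human Tdp1 was used at 1 nM final.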
DT40 TDP1 no CPT = qHTS for Inhibitors of human tyrosyl-DNA phosphodiesterase 1 (TDP1): qHTS in cells in absence of CPT. DT40 Tdp1-/- hTDP1 cells, no CPT, ATP luminescence, 48 h. Potency, µM (top dose mostly 46.2 µM), inactives show top-dose activity change, negative = growth inhibition, actives largely listed as inhibitors. 420,000 compounds, 15% hits. AID 686978, 2013; further: nearly all actives have a fitted effect of over 55% in size
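Stably hTDP1-transfected Tdp1-null chicken DT40 cells were treated with library compounds minus camptothecin and grown for at least 48 hr at 37 °C, after which cellular ATP was quantified by luminescence.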
DT40 TDP1 CPT = qHTS for Inhibitors of human tyrosyl-DNA phosphodiesterase 1 (TDP1): qHTS in cells in presence of CPT; chicken DT40 Tdp1-/-;hTDP1 cells + 20 nM CPT, ATP luminescence, 48 h; Potency, µM (titrated, usually from 46.2 µM), inactives show at the highest dose activity change, negative = growth inhibition, usual class: inhibitors; 420,000 compounds, 12% hits; further: nearly all actives have a fitted effect of over 55% in size
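Chicken DT40 Tdp1-/- cells stably complemented with human TDP1 were seeded at 400 cells/well in medium containing 20 nM camptothecin, exposed to pin-transferred compounds, and grown at 37 °C for at least 48 hr. Viability was read as ATP luminescence.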
Active calls of the source: *; ? = inconclusive; nt = no result given; & = joins results of further samples; [ ] = dose if it differs, or a comment. The call rests on the fitted dose curve; in most records, active means well fitted curve in the direction sought with a large enough effect; inconclusive means small, poorly fitted or top-dose-only effect, or another doubt; inactive means no such curve, though single readings can be large; an effect the other way counts as inactive or inconclusive. On the % scale 0 is the no-effect control and ±100 the full control effect; potency means the concentration at half of the fitted maximal effect. Random draw from the library; about 18% have a hit in one of these screens.

1) COc1ccc(CNC(=O)CCC2N=C3c4ccccc4N=C(SCc4ccc(F)cc4)N3C2=O)cc1 (stereo not given)
2) COc1ccc(C(=O)NCC(=O)N/N=C(\C)c2ccco2)cc1OC
3) CCN1C[C@@H]2[C@@H]3C(=O)N(C)C(=O)[C@@H]3[C@](C)(C1=O)N2C(=O)c1ccc(Cl)c(Cl)c1
4) COc1ccc(C2CC(c3ccc(Cl)c(Cl)c3)Nc3nc(N)nn32)cc1 (stereo not given)
5) Cc1ccc(NC(=S)N2CCN(S(=O)(=O)c3ccc(F)cc3)CC2)cc1
6) CSC(=NC#N)N1CCN(c2ccc(Cl)cc2)CC1
7) COc1ccc(N2CCN(C(=O)c3ccc(C)c(NC(=O)c4nsc5ccccc45)c3)CC2)cc1
8) CC(C)(O)c1[nH]c2ccc(C(F)(F)F)cc2c1C(C)(C)O
Compound	1	2	3	4	5	6	7	8
TDP1 block	2.5%	1.2%	nt	4.9%	6.8%[56.1 µM]	-2.1%	2.7%	nt
DT40 TDP1 no CPT	23.1µM*	-1.0%	-7.5%	-24.8%	-0.1%	?	?	?
DT40 TDP1 CPT	?	3.8%	-11.5%	?	1.0%	?	25.9µM*	-18.5%

A second format for 3 compounds above:
(1) COc1ccc(CNC(=O)CCC2N=C3c4ccccc4N=C(SCc4ccc(F)cc4)N3C2=O)cc1 (stereo not given)
  TDP1 block: 2.5%
  DT40 TDP1 no CPT: 23.1µM*
  DT40 TDP1 CPT: ?
(2) COc1ccc(C(=O)NCC(=O)N/N=C(\C)c2ccco2)cc1OC
  TDP1 block: 1.2%
  DT40 TDP1 no CPT: -1.0%
  DT40 TDP1 CPT: 3.8%
(3) CCN1C[C@@H]2[C@@H]3C(=O)N(C)C(=O)[C@@H]3[C@](C)(C1=O)N2C(=O)c1ccc(Cl)c(Cl)c1
  TDP1 block: nt
  DT40 TDP1 no CPT: -7.5%
  DT40 TDP1 CPT: -11.5%

(list continues)
9) COc1ccc(NCc2nnc(SCC(=O)Nc3ccccc3)n2C)cc1
10) Cn1ccc2c(-c3ccc(CO)cc3)cc3c(c21)C1CCC3C1 (stereo not given)
11) O=C(COC(=O)c1nc(Cl)ccc1Cl)Nc1ccc2c(c1)OCO2
12) CSCCC(NC(=O)/C(=C/c1ccc(F)cc1)NC(C)=O)C(=O)O (stereo not given)
13) Oc1ccc(/C(Cc2ccccn2)=N\Nc2ccccc2)c(O)c1
14) Cc1c(Cc2ccc3c(c2)OCO3)sc(NC(=O)C(C)(C)C)c1C#N
15) COc1cc(C(C(=O)NC2CCCCC2)N(CCN2CCOCC2)C(=O)C2COc3ccccc3O2)cc(OC)c1OC (stereo not given)
16) O=C(Nc1ccc(NC(=O)c2ccc(Cl)cc2Cl)cc1)c1cccs1
Compound	9	10	11	12	13	14	15	16
TDP1 block	1.1%	nt	5.5%	2.5%	5.3%	-3.3%	0.0%	-10.8%
DT40 TDP1 no CPT	9.3%	?	3.1%	-9.2%	?	8.2µM*	-24.7%	-27.7%
DT40 TDP1 CPT	13.9%	18.4µM*	8.2%	-4.9%	?	18.4µM*	7.0%	-3.0%

17) COCCNS(=O)(=O)c1cc(-c2nn3c(C)nnc3c3ccccc23)ccc1C
18) CC(=O)N1c2ccc(S(=O)(=O)NCCC(=O)Nc3ccc(C)cc3Br)cc2CC1C (stereo not given)
19) Cc1ccc(-c2ccc(=O)n(CC(=O)NCCCN3CCCCC3C)n2)cc1 (stereo not given)
20) Cc1cc(=O)c2cc(C(=O)Nc3ccc(F)cc3)ccc2[nH]1
21) O=C(N1CCCCC1)C12CC3CC(CC(C3)C1)C2
22) O=C(NNC(=O)c1ccc(NC(=O)c2ccccc2)cc1)c1ccccc1
23) Cc1ccc(-c2nc(SCC(=O)NCc3ccco3)c3c(=O)n(C)c(=O)n(C)c3n2)cc1
24) COc1ccc(S(N)(=O)=O)cc1C(=O)NCCCN1CCN(c2cccc(Cl)c2)CC1
Compound	17	18	19	20	21	22	23	24
TDP1 block	3.2%	5.1%	5.2%	2.9%	4.4%	3.0%	-2.7%	-1.5%
DT40 TDP1 no CPT	?	9.2µM*	-8.9%	-10.5%	-24.2%	?	-6.6%	?
DT40 TDP1 CPT	-19.3%	11.6µM*	-5.6%	-0.2%	-2.2%	-23.5%	-6.7%	4.4%

25) O=C(O)c1ccccc1C(=O)NC1CCCc2ccccc21 (stereo not given)
26) CCn1c(CCc2nc3ccccc3[nH]2)n[nH]c1=S
27) O=C(/C(=C/c1ccc(Cl)cc1)c1nc2ccccc2[nH]1)c1cccs1
28) COc1ccc(-n2nc3c(c2NC(=O)CCl)CSC3)cc1
29) COc1ccc(CCC(=O)Nc2c(-c3ccc(N(C)C)cc3)[nH][nH]c2=O)cc1
30) CCN1C(=S)N[C@@H](c2cccc(F)c2)C(C(=O)OC)=C1C
31) O=C(O)c1ccc(Nc2nc3ccccc3nc2NS(=O)(=O)c2ccc(F)cc2)cc1
32) CCOC(=O)c1[nH]c(C)c(C(=O)N2CCN(c3ccc(OC)cc3)CC2)c1C
Compound	25	26	27	28	29	30	31	32
TDP1 block	nt	-4.9%	11.4%	3.4%	nt	nt	-0.3%	1.2%
DT40 TDP1 no CPT	-2.3%	-13.9%	4.11µM*	2.31µM*	-83.9%	-24.0%	?	?
DT40 TDP1 CPT	-4.5%	0.7%	2.91µM*	2.59µM*	?	1.6%	?	-21.1%

Reprinted at random: two entries already listed.
25) O=C(O)c1ccccc1C(=O)NC1CCCc2ccccc21 (stereo not given)
27) O=C(/C(=C/c1ccc(Cl)cc1)c1nc2ccccc2[nH]1)c1cccs1
Compound	25	27
TDP1 block	nt	11.4%
DT40 TDP1 no CPT	-2.3%	4.11µM*
DT40 TDP1 CPT	-4.5%	2.91µM*

Next records follow.
33) CCOC(=O)C(NC(=O)c1ccccc1)(OCc1ccc(F)cc1)C(F)(F)F (stereo not given)
34) CCC1Oc2ccc(C)cc2N(CC(=O)NCCN2CCCCCC2)C1=O (stereo not given)
35) COc1ccc(Cn2nnnc2CN(CCCN2CCOCC2)Cc2cc3cc(OC)ccc3[nH]c2=O)cc1
36) O=C(CCc1ccccc1)N1N=C(c2ccncc2)CC1(O)C(F)(F)F (stereo not given)
37) O=C(CN1CCN(CC(=O)Nc2ccccn2)CC1)Nc1ccccn1
38) COC(=O)c1ccccc1NC(=O)c1ccc(COc2cc(C)cc(C)c2)o1
39) Cc1cc(NC(=O)c2cc(-c3ccccn3)nc3ccc(Br)cc23)no1
40) COc1cc2c(cc1OC)CN(C(=O)COc1ccccc1C#N)CC2
Compound	33	34	35	36	37	38	39	40
TDP1 block	2.7%	3.1%	0.0%	-5.6%	0.0%	1.1%&8.4%	2.7%	nt
DT40 TDP1 no CPT	18.4µM*	-9.2%	?	?	-17.3%	23.1µM*	-2.2%	11.6µM*
DT40 TDP1 CPT	-26.8%	?	?	?	-10.3%	?	-22.9%	20.6µM*

Just DT40 TDP1 no CPT (2 entries from above):
# | compound | DT40 TDP1 no CPT
37 | O=C(CN1CCN(CC(=O)Nc2ccccn2)CC1)Nc1ccccn1 | -17.3%
38 | COC(=O)c1ccccc1NC(=O)c1ccc(COc2cc(C)cc(C)c2)o1 | 23.1µM*

Going on with the list.
41) CC1(C)CC(=O)c2cc(C(=O)NCCc3ccccc3)c(=O)[nH]c2C1
42) O=C1c2ccccc2C(=O)N1CCCc1nc2ccccc2c(=O)n1-c1cccnc1
43) Cc1cnc(NC(=O)CCNC(=O)c2ccc([N+](=O)[O-])cc2)s1
44) CS(=O)(=O)N(CC(=O)NCc1ccncc1)C1CCCCC1
45) Nc1ncnc2c1ncn2[C@@H]1O[C@H](CNC(=O)[C@@H]2CCN2)[C@@H](O)[C@H]1O
46) Cc1ccc(OC(C)C(=O)Nc2ccc(S(=O)(=O)Nc3nccs3)cc2)cc1 (stereo not given)
47) CCO/C=C/C(O)(CNC(=O)c1ccc(C(C)(C)C)cc1)C(F)(F)F (stereo not given)
48) COCc1ccc(C(=O)N2CCCC(N(C)Cc3ccccc3)C2)s1 (stereo not given)
Compound	41	42	43	44	45	46	47	48
TDP1 block	nt	1.0%	-2.6%	-2.5%	0.7%[56.1 µM]	1.8%	0.0%	1.4%
DT40 TDP1 no CPT	-26.5%	-41.4%	?	0.4%	-8.6%	-2.4%	16.4µM*	-16.2%
DT40 TDP1 CPT	-23.0%	-9.5%	?	2.1%	-9.3%	-28.6%	?	?

49) CSc1nsc2nc(=O)c(/C=C3\C(C)=Nc4ccc(C)cc43)c(N)n12
50) CCOc1ccc(NS(=O)(=O)c2ccc(NC(=O)C3CC3)cc2)cc1
51) O=C(Nc1nnc(C2CC2)s1)C1Cc2ccccc2CN1C(=O)c1ccco1 (stereo not given)
52) COC(=O)c1ccc(N2CCN(C)CC2)c(NC(=O)c2ccc(-c3ccc(Cl)cc3)o2)c1
53) COC(=O)[C@]12CCCCC=C1N(CCC1=CCCCC1)C(=O)[C@H](CC(=O)N1CCCC1)C2
54) C=CCn1c(=O)c2ccc(C(=O)NCc3ccccc3)cc2n(Cc2cccc(Cl)c2)c1=O
55) COCCCNc1nnc(Cc2ccc(Cl)cc2)c(=O)[nH]1
56) CCCS(=O)(=O)NC(=O)C1(C)CCN(C(=O)c2cccc(C)c2C)C1 (stereo not given)
Compound	49	50	51	52	53	54	55	56
TDP1 block	6.2%	5.2%	-6.0%	3.8%	nt	-2.6%	nt	nt
DT40 TDP1 no CPT	?	-20.8%	-29.8%	?	16.4µM*	13µM*	0.82µM*	-16.5%
DT40 TDP1 CPT	16.4µM*	-18.9%	?	?	?	?	0.411µM*	-9.0%

57) Cc1cccnc1C(NC(=O)C1CCN(CCCOc2ccc(F)cc2)CC1)c1ccccc1 (stereo not given)
58) COc1ccc(-c2cc(C(=O)N(C)Cc3ccccc3)c3ccccc3n2)cc1
59) COc1cc(/C=N/N=C(/C(=O)c2ccccc2)c2ccccc2)cc(OC)c1O
60) COc1ccc(-c2noc(CC(=O)N(C)c3ccccc3F)n2)cc1
61) NC(=O)c1cccc(-c2coc3c(C(=O)NC4CCCCC4)cccc23)c1
62) COc1cccc(CC2(CO)CCCN(S(=O)(=O)N(C)C)C2)c1 (stereo not given)
63) O=C(C1CCCN(S(=O)(=O)c2ccccc2)C1)N1CCN(c2ccccc2)CC1 (stereo not given)
64) CCCN1C(=O)C2(c3ccccc31)c1c(oc3cc(C)c(C)cc3c1=O)C(=O)N2CCCOC (stereo not given)
Compound	57	58	59	60	61	62	63	64
TDP1 block	nt	0.1%	8.3%	-5.1%	nt	3.6%	4.3%[56.1 µM]	3.7%
DT40 TDP1 no CPT	20.6µM*	14.6µM*	?	?	8.2µM*	-24.6%	?	?
DT40 TDP1 CPT	?	?	-24.2%	-18.0%	?	-3.6%	?	?

65) CC1N(C(=O)N(C)C)CCN1S(=O)(=O)c1ccccc1 (stereo not given)
66) CCC(CC)C(=O)c1c[nH]c(C(=O)NCc2cccnc2)c1
67) Cc1ncc2c(c1CNS(=O)(=O)N(C)C)CCN(C(=O)c1[nH]c3ccc(Cl)cc3c1C)C2
68) Cc1ccc(NC(=O)c2nc(S(=O)(=O)Cc3ccccc3F)ncc2Cl)cc1C
69) O=C(Nc1ccc(N2CCN(Cc3ccccc3)CC2)cc1)c1ccccc1[N+](=O)[O-]
70) COc1ccc(NC(=O)CN2CCN(S(=O)(=O)c3ccc(Cl)cc3)CC2)cc1
71) Cc1ccc2c(CC(=O)Nc3cccc(C(F)(F)F)c3)coc2c1
72) Cc1cc(C)n(CCN(C)c2nc3nonc3nc2NC2CC2)n1
73) O=c1c2ccccc2nc(-c2ccccc2)n1Cc1ccccc1
74) CCCOc1cccc(-c2cc(C(=O)N/N=C/c3cccnc3)c3ccccc3n2)c1
Compound	65	66	67	68	69	70	71	72	73	74
TDP1 block	nt	5.9%	nt	nt	0.0%	9.1%	-1.2%	5.1%	-5.3%	5.3%
DT40 TDP1 no CPT	-9.4%	-6.1%	?	2µM*	?	?	?	13.2%	25.9µM*	8.2µM*
DT40 TDP1 CPT	-4.7%	-6.0%	-5.1%[9.04 µM]	0.891µM*	-8.7%	-28.7%	16.4µM*	5.6%	-19.8%	9.2µM*
